# Screens as filed in PubChem.
# HTRA1 inh = blocks human HTRA1 serine peptidase | Q92743 | recombinant HTRA1, FP-rhodamine activity-based probe, fluorescence polarization | inhibition, % at 5.96 µM | actives 0.5% (n = 340,000); in the data active means inhibition above about 36%;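 further: 0% = enzyme with DMSO and 100% = wells lacking enzyme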
# Target sequence (Q92743 whole entry, looked up): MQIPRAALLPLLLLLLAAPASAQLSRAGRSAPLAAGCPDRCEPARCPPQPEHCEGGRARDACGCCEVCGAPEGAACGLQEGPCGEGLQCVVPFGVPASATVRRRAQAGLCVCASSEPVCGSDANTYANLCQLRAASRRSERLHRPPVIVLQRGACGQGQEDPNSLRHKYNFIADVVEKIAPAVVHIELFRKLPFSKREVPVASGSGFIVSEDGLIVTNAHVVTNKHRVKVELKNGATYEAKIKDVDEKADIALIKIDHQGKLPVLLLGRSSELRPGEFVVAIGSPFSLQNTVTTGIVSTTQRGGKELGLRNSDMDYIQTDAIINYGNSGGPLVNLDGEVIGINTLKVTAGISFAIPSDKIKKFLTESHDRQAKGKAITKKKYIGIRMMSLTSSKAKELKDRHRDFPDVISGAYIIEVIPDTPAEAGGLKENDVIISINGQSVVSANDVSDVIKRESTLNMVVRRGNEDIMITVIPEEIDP
# NPR2 activator = GC-B (human) receptor activation; P20594; HEK293-GC-B cells, CNP EC30, cGMP TR-FRET; 0% at EC30 CNP, 100% saturating CNP; activation, % at 10 µM; actives 0.11% (n = 370,000);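 active means activation at 10 µM reaching about 35% in either raw or pattern-adjusted values, limit read from the data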
# ASAP1 GAP inh = inhibitors of human ASAP1 ArfGAP activity | inhibition, % at 16.5 µM | Q9ULH1 | actives 0.19% (n = 360,000) | AID 624377 | ASAP1-stimulated ARF1 GTP hydrolysis, GDP FP detection; in the data active means inhibition above about 25%;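 further: 0% = vehicle with enzyme and substrate and 100% = no enzyme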
# Target sequence (Q9ULH1 325-724 limits assumed): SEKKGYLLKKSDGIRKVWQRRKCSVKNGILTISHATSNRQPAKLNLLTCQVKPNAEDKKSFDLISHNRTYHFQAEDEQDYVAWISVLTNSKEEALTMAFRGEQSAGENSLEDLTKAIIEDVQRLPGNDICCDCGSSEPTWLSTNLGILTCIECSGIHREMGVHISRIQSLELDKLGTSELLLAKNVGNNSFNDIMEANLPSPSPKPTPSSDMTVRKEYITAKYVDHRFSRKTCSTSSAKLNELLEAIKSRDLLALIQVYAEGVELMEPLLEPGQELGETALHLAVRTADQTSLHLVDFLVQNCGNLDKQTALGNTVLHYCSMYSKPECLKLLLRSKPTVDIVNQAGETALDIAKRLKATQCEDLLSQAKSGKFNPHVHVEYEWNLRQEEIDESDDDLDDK
# mABHD4 FP = inhibitors of mouse ABHD4; Q8VD66; purified mABHD4, FP-Rh probe fluorescence polarization; inhibition, % at 8.92 µM; actives 0.54% (n = 370,000); AID 720543;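 active means inhibition exceeding the mean over every tested compound plus 3 SD, cut at about 30% in these data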;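 further: 0% = plate median of compound wells and 100% = S159A mutant with DMSO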
#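 assay system = mABHD4 protein | compound dosing = single nominal dose of 8.92 µM, 0.89% DMSO final | read-out basis = percent inhibition of probe binding, normalized to plate controls | schedule = Enzyme–compound pre-incubation 45 min, then probe 60 min, both 25 °C | detection = fluorescence polarization, excitation 525 nm, emission 598 nm, BODIPY TMR filters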
# rCAG RNA binder = binds r(CAG) RNA repeats; r(CAG) RNA repeat, TO-PRO-1 dye displacement fluorescence; inhibition, % at 3 µM; actives 1.3% (n = 370,000); AID 651821;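 active means inhibition above the plate cutoff, the mean of all test compounds on that plate plus 3 SD, cut at about 35% in these data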;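 further: 0% = DMSO alone and 100% = 100 µM mitoxantrone as full dye displacement; higher means more dye released from RNA so lower well fluorescence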
# Rev-erbA mod = modulators of human Rev-erb alpha DNA binding. P20393. Rev-erbα–FITC-DNA binding, fluorescence polarization, 90 min. activity, % at 10 µM. actives 0.79% (n = 370,000). AID 1259318;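 active means activity above about 14%, limit read from the data; passing the limit was not always enough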;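 further: 0% = DMSO wells with 35 nM protein and 100% = DMSO wells with 750 nM protein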
# ARFGAP1 inhibitor = inhibits rat ARF GTPase activating protein 1. Q62848. Arfgap1-stimulated ARF1 GTP hydrolysis, GDP FP detection. inhibition, % at 16.5 µM. actives 0.26% (n = 360,000);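 active means inhibition above a per-plate limit, mean inhibition of low control wells plus 3 SD, cut at about 25% in these data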;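 further: 0% = DMSO wells with enzyme and 100% = wells lacking Arfgap1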
#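 System: truncated rat Arfgap1 GAP domain / Benchmarks: high control wells lacking Arfgap1, low control full reaction with DMSO / Times: compound-enzyme preincubation 20 min, reaction 120 min, detection 60 min, 25 °C / Repeats: one replicate per compound / Also added: human ARF1(Δ1-17)-GTP substrate / Measured by: Tracer-displacement fluorescence polarization with EDTA stop, 620/688 nm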
# NPR1 activator = GC-A (human) enzyme activation. P16066. HEK293 GC-A cells, cGMP TR-FRET, EC30 ANP; 0% at EC30 ANP, 100% saturating ANP. activation, % at 10 µM. actives 0.14% (n = 370,000). AID 1671463; in the data active means activation above about 40%
# SMARCA2 activ = SMARCA2 function activation, primary screen | activation, % at 9.1 µM | actives 1% (n = 370,000) | MG213 cells, MMTV-luciferase reporter, dexamethasone, overnight; in the data active means activation above about 7.8%;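 further: 0% = vehicle wells and 100% = reference activator wells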
# PG9 Ab binder = PG9 antibody binding by small molecule; TR-FRET gp120-PG9 antibody binding; inhibition, % at 6.7 µM; actives 0.43% (n = 360,000); in the data active means inhibition above about 8.5%
# An asterisk follows results filed as active; / = not tested or not shown.
Structure	HTRA1 inh	NPR2 activator	ASAP1 GAP inh	mABHD4 FP	rCAG RNA binder	Rev-erbA mod	ARFGAP1 inhibitor	NPR1 activator	SMARCA2 activ	PG9 Ab binder
CC(=O)N1c2ccc(S(=O)(=O)N3CCCC3)cc2CC1C(=O)NCc1ccc(N(C)C)cc1 (stereo unspecified)	-3	2	-5	4	3	-3	-5	-1	-1	-1.1
CN1CCN(C(=O)c2ccc3c(c2)N(Cc2ccc(F)cc2)C(=O)c2ccccc2S3=O)CC1 (stereo unspecified)	0	-1	-6	1	4	-3	-7	-1	7	1.7
COc1ccccc1NC(=O)c1ccc(CN2CCOCC2)cc1	-4	7	13	-3	-1	-1	10	6	0	-1.7
CCOC(=O)COc1ccccc1C(=O)c1cnn(-c2ccccc2)c1	-11	-3	-6	2	-6	4	-3	0	0	2.2
COCc1cc(C)nc(SCC(=O)Nc2nc(C)cs2)c1C#N	5	5	-1	3	0	0	-8	8	2	-5.3
COc1ccc(NC(=O)c2ccc3c(c2)C(=O)N(Cc2cccnc2)C3=O)c(OC)c1	3	0	-1	-2	-2	-20	-12	0	-2	2.8
COc1ccc(CC(N)c2csc(NC(=O)Nc3ccccc3C(C)(C)C)n2)cc1 (stereo unspecified)	/	-6	-3	11	13	0	12	-16	-2	-0.5
CS(=O)(=O)N1CCC(C(=O)NCc2ccco2)CC1	4	4	-12	1	2	1	-3	1	-1	-0.1
CCOC(=O)[C@]12CCCCC/C=C\1N(CCc1ccc(Cl)cc1)C(=O)[C@H]2CC(=O)NCCc1ccccc1OC	/	-4	/	-3	8	8	/	-1	-4	/
Cc1cc(OC(=O)c2cc(Cl)nc3ccccc23)ccc1Cl	-1	-1	4	4	4	2	-5	2	-2	0.5
CC(C)C[C@H](NC(=O)[C@@H](O)[C@H](N)Cc1ccccc1)C(=O)O	/	1	11	7	1	0	13	4	-5	-1.0
O=C(NN=C1CCCCCCC1)c1ccccn1	1	2	-2	8	-1	4	8	4	4	1.7
Cc1ccc(NC(=O)c2ccccc2)cc1-n1cnnn1	-7	0	4	-2	0	-2	22	-2	-2	-0.9
Cc1cccc(Nc2ncnc3ccccc23)c1	-10	-2	0	4	3	0	6	5	-1	-2.7
NS(=O)(=O)c1ccc(CCNC(=O)c2cc(-c3ccc(Br)cc3)nc3ccccc23)cc1	-35	-7	9	-20	17	17	2	-4	1	6.3
CSc1nc2c(c(=O)[nH]1)C(c1ccc(C(F)(F)F)cc1)CC(=O)N2 (stereo unspecified)	2	-1	-1	0	-2	-1	5	-4	-1	-0.8
COc1cccc(CCc2nnc(CCC(=O)NC(C)Cc3cccs3)o2)c1 (stereo unspecified)	4	-3	-11	-6	-8	6	0	-1	-6	-1.8
CN1CCN(S(=O)(=O)c2ccc3c4c(cccc24)C(=O)N3)CC1	2	0	5	-3	0	5	0	-3	-6	0.7
CC(C)CNC(=S)NC(=O)c1ccccc1Cl	-8	-3	3	0	-5	0	5	1	-1	0.0
CCOc1cccc(NC(=O)CSc2sc3c(O)cc(=O)[nH]c3c2C#N)c1	-46	1	6	-4	39*	1	-2	4	0	-0.6
COc1ccc(CCn2c(=N)c(C(=O)NCc3ccco3)cc3c(=O)n4ccccc4nc32)cc1	-15	5	-6	-1	26	-27	-11	9	0	0.9
CC12CCC(=O)N1C(C(=O)NNC(=O)COc1ccc(Br)cc1)CS2 (stereo unspecified)	-1	2	13	-10	-1	-3	-8	0	0	0.3
COc1cccc(-c2cc(C(=O)N3CCN(C(c4ccccc4)c4ccccc4)CC3)no2)c1	-47	-2	5	9	-1	2	-5	-1	-4	0.5
O=C(N/N=C\c1c[nH]c2ccccc12)c1ccc(O)cc1	-3	-7	5	0	2	5	-13	-5	-1	-3.1
COC(=O)C1=C(C(=O)c2ccc(C)cc2)C(c2ccccc2)n2nnnc2N1 (stereo unspecified)	-2	0	-9	3	8	-1	-6	-2	3	0.5
N=c1c(C(=O)NC2CCCC2)cc2c(=O)n3ccccc3nc2n1CC1CCCO1 (stereo unspecified)	5	3	-7	-2	3	-1	3	4	-1	1.1
COC(=O)c1cc(NC(=O)COC(=O)CN2C(=O)C3CC=CCC3C2=O)cc(C(=O)OC)c1 (stereo unspecified)	2	-8	3	8	1	4	7	-16	-2	1.1
COc1ccccc1CNC(=O)Cn1cccc1C(=O)c1ccccc1C	-6	-1	1	-7	-4	-7	3	-5	-1	-1.7
O=C(COC(=O)c1cc[n+]([O-])cc1)Nc1ccc(F)c([N+](=O)[O-])c1	1	2	1	8	10	1	6	-2	0	-3.0
COC(=O)CCCC1=CC2=C(c3ccccc3)C(=O)C(C)(OC(=O)C3CCCC3)C(=O)C2=CN1C(CO)CO (stereo unspecified)	-1	-1	-3	1	5	0	-19	1	0	-0.5
CN(C)S(=O)(=O)c1cccc(NC(=O)c2cc3c(cc2Cl)N2CCCCCC2=NS3(=O)=O)c1	-10	-1	1	-11	7	-12	-10	2	2	-2.1
COc1cc(/C=N/NC(=O)Nc2cccc3nsnc23)cc(OC)c1OC	7	-2	2	-10	7	6	3	22	0	-0.3
Cc1ccc(F)cc1-c1nc(NC(C)C)nc2cc(-c3ccccc3)sc12	/	-4	-7	1	6	1	6	-4	4	-0.8
COc1ccc(C(C)(C)C)cc1NC(=O)c1cc(S(=O)(=O)N(C)C)ccc1N1CCCC1	-27	-1	9	5	2	6	14	3	-4	1.6
CC(=O)Nc1ccc(SCCN2CC[C@@H](C)CCC2=O)cc1	5	6	9	5	-5	-4	7	-1	0	-1.3
C=CC[C@@H](CC(=O)N[C@H](CO)Cc1ccccc1)C(=O)N[C@H](COC(=O)[C@@H](CC=C)Cc1ccc(F)cc1)C(C)(C)C	0	-6	-8	-9	-8	7	-2	-5	-1	-0.2
CCOC(=O)C1C(C(=O)OC)=C(C2=CCCCC2)c2ccccc2N1S(=O)(=O)C(F)(F)F (stereo unspecified)	-7	-2	-9	0	12	-1	-7	4	2	0.2
Cc1ccc(CNC[C@@]23CO[C@H](c4ccc(Cl)cc4)N2[C@@H](c2ccc(Cl)cc2)SC3)o1	/	-12	/	-8	4	5	/	-12	1	/
O=C(NCC(c1ccco1)N1CCCCC1)c1ccc(S(=O)(=O)Nc2ccccc2)cc1 (stereo unspecified)	-9	-1	-4	-4	1	4	1	-7	-4	0.7
Cc1ccc(/C=N/NC(=S)Nc2cccc(S(=O)(=O)N(C)C)c2)o1	8	4	-7	14	8	-5	-1	-3	8	-0.7
O=C(CCS(=O)(=O)c1ccc2c(c1)NC(=O)CO2)NCCc1ccccc1	7	-4	-9	-6	1	1	-13	-2	1	-0.8
CC(=O)c1c(O)c2ccccc2n(C)c1=O	4	3	-8	7	3	-1	0	2	-3	2.7
O=S(=O)(NCCSc1nnnn1-c1ccccc1)c1cccs1	2	3	4	-4	-2	1	2	-5	0	2.6
COc1ccc(C(=O)NCCCNC(=O)c2ccco2)cc1OC	1	-3	-6	-7	3	5	-6	1	-2	0.1
COc1ccc(NC(=O)COc2ccc(/C=N/O)cc2OC)cc1	3	-7	-1	-3	1	-8	9	1	3	1.6
Cc1cc(OCC(=O)Nc2cnn(CCCC(=O)O)c2)ccc1[N+](=O)[O-]	9	2	4	1	-2	-3	1	-1	3	-0.2
O=S(=O)(c1sccc1Br)n1c(CN2CCOCC2)nc2ccccc21	/	-16	/	7	3	1	/	-14	-3	/
CC(C)=CCOc1ccc([C@@H]2COc3c(ccc4c3C=CC(C)(C)O4)C2)c(O)c1	-6	8	5	-29	8	-1	17	10	-4	0.3
Cc1ccccc1CN1CC2=C(CCN(Cc3ccccc3)C2=O)N2CCN=C12	/	-12	6	0	2	3	3	-1	-10	-0.9
CCOC(=O)CN1C(=N)N(c2nc(NC(C)C)nc(NC(C)C)n2)CC1=O	-5	-1	-11	5	-7	-2	6	2	-3	-0.6
O=S(=O)(c1cc(Cl)ccc1Cl)N1CCCC1	-2	1	-2	-1	0	-2	-2	3	0	-0.8
Cc1c(N2C(=O)/C(=C\c3cccc4ccccc34)SC2=S)c(=O)n(-c2ccccc2)n1C	0	5	-2	7	3	3	6	1	-2	0.4
CCN(CC)C(=O)c1cccc(-c2csc(C(C)(NC(C)=O)c3ccc(OC)cc3)n2)c1 (stereo unspecified)	/	1	-4	-7	1	-5	-2	-2	-4	1.3
O=C(c1cc(-c2ccco2)on1)N1CCc2ccccc2C1	10	-4	-2	-6	22	6	1	-2	1	-2.1

# Structures from the list above containing two or more sulfur atoms (7):
Structure	HTRA1 inh	NPR2 activator	ASAP1 GAP inh	mABHD4 FP	rCAG RNA binder	Rev-erbA mod	ARFGAP1 inhibitor	NPR1 activator	SMARCA2 activ	PG9 Ab binder
COCc1cc(C)nc(SCC(=O)Nc2nc(C)cs2)c1C#N	5	5	-1	3	0	0	-8	8	2	-5.3
CCOc1cccc(NC(=O)CSc2sc3c(O)cc(=O)[nH]c3c2C#N)c1	-46	1	6	-4	39*	1	-2	4	0	-0.6
CN(C)S(=O)(=O)c1cccc(NC(=O)c2cc3c(cc2Cl)N2CCCCCC2=NS3(=O)=O)c1	-10	-1	1	-11	7	-12	-10	2	2	-2.1
Cc1ccc(/C=N/NC(=S)Nc2cccc(S(=O)(=O)N(C)C)c2)o1	8	4	-7	14	8	-5	-1	-3	8	-0.7
O=S(=O)(NCCSc1nnnn1-c1ccccc1)c1cccs1	2	3	4	-4	-2	1	2	-5	0	2.6
O=S(=O)(c1sccc1Br)n1c(CN2CCOCC2)nc2ccccc21	/	-16	/	7	3	1	/	-14	-3	/
Cc1c(N2C(=O)/C(=C\c3cccc4ccccc34)SC2=S)c(=O)n(-c2ccccc2)n1C	0	5	-2	7	3	3	6	1	-2	0.4
